ALOX12 inh – blocks human arachidonate 12S-lipoxygenase; P18054; purified 12hLO, xylenol orange hydroperoxide absorbance; Potency, µM (titrated, usually from 108 µM), for inactives: top-dose activity change, negative = inhibition, most hits filed as inhibitors; hit rate 1.1% among 580,000; AID 1671190; also: potency is read from the fitted curve at half-maximal effect; % is scaled to controls: 0 for no effect and ±100 for the full control effect
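Purified human 12hLO at 150 nM in 25 mM Hepes, 0.01% Triton X-100, pH 7.0, preincubated 15 min at room temperature with compound. Reaction started with 40 uM arachidonic acid, 30 min at room temperature. Hydroperoxide measured by Fe-xylenol orange, 573/405 nm absorbance ratio.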
GLS inhibitor – blocks human kidney-isoform glutaminase activity; O94925; GLS enzymatic activity, qHTS titration; Potency, µM (titrated, usually from 45.5 µM), without a hit: top-dose activity change, negative = inhibition, most hits filed as inhibitors; hit rate 0.21% among 410,000; also: potency is read from the fitted curve at half-maximal effect; % is scaled to controls: 0 for no effect and ±100 for the full control effect
Target sequence (O94925 whole entry, looked up, canonical isoform): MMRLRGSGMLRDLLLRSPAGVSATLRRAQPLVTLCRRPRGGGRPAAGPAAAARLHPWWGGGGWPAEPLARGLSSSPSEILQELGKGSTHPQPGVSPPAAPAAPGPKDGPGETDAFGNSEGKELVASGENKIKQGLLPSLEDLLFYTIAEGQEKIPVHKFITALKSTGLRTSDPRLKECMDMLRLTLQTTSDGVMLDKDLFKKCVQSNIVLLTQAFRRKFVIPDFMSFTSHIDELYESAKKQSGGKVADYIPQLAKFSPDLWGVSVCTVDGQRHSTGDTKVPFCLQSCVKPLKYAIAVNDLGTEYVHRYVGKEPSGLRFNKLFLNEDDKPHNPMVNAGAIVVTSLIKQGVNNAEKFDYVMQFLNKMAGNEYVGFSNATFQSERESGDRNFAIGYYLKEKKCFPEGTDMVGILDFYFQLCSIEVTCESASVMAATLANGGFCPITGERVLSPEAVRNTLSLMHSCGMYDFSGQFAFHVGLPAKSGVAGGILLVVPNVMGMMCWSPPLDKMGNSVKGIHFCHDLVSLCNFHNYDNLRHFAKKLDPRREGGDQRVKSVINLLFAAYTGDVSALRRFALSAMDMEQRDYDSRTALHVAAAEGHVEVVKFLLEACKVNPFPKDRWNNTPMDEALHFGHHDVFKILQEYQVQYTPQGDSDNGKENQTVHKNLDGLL
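Assay buffer: 45 mM KH2PO4 pH 8.2, 0.02% Tween-20. hKGA acts on L-glutamine (1 mM solution added); product glutamate is reported by an oxidase/peroxidase Amplex Red coupling, with fluorescence taken at baseline and 30 min.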
ERG Ets-DNA blk – inhibitors of human ERG Ets domain-DNA interaction; P11308; fluorescence polarization, His-ERG Ets domain / labelled DNA; Potency, µM (titrated, usually from 76.9 µM), for the others: at the highest dose FP activity, negative = inhibition, hits mostly inhibitors; hit rate 0.028% among 370,000; active = well fitted inhibition curve with a large enough effect in the polarisation, with a control signal flat; inconclusive = small, poorly fitted or top-dose-only effect, or effect the other way, or a change in a side signal; inactive = no such curve, though single readings can be large or run the other way; the % refers to the polarisation;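 also: polarization taken with two DNA probes labelled with fluorescein and Texas red; potency is read from the fitted curve at half-maximal effect; % of control where 0% means no effect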
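His-tagged ERG Ets domain (1 uM in the protein solution; 300mM KCl, 50mM Tris-HCl, 1mM EDTA, 1mM DTT, pH 7.5) received compound, then a probe mix of 5 nM fluorescein-DNA and 100nM Texas-615-DNA. Fluorescence polarization was read for both dyes.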
PI4K2A inh – blocks human PI4K2A kinase activity. Q9BTU6. purified PI4K2A, ADP-Glo luminescence, 1 h; hits give low values. activity change, negative = inhibition, % at 76.9 µM. hit rate 0.13% among 420,000; in the data active = activity change below about -50%; inconclusive = mostly about -30% to -49%;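 also: -100% = wells without enzyme as full effect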
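PI4K2A activity was measured by ADP-Glo luminescence: enzyme (4 ug/mL stock) and phosphatidylinositol (1.2 mM stock) in Tris pH 7.5/MgCl2/EGTA/Triton X-100 buffer were reacted with ATP (300 microM stock) for one hour at ambient temperature.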
RGS4 inhibitor – inhibitors of human regulator of G protein signaling 4 | P49798 | Transcreener GDP fluorescence polarization, RGS4-accelerated GTP hydrolysis | Potency, µM (series often up to 114 µM), without a hit: at the highest dose activity change, negative = inhibition, actives largely listed as inhibitors | hit rate 0.039% among 390,000 | AID 504845; also: potency is read from the fitted curve at half-maximal effect; % is scaled to controls: 0 for no effect and ±100 for the full control effect; nearly all actives have a fitted effect of over 75% in size; some results filed as inactive show a strong effect at the top dose
Target sequence (P49798 whole entry, looked up): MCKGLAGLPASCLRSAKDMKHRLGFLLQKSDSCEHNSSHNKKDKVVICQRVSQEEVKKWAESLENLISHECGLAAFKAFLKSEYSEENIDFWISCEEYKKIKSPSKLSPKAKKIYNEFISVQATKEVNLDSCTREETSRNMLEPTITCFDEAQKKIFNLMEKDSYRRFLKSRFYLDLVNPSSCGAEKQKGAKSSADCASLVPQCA
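MLSMR compounds (23 nl, pin-transferred) preincubated 10 min at room temperature with a 500nM (2x) first reagent, then RGS4 at 900nM (2x) plus Transcreener GDP mix added; fluorescence polarization (620/688 nm) read before and after 90 min at 30 °C.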
JMJD2A Tudor – inhibitors of human JMJD2A Tudor domain; O75164; AlphaScreen JMJD2A-Tudor / H3K4me3 peptide binding; Potency, µM (doses to about 114 µM), for inactives: at the top dose activity change, negative = inhibition, actives largely listed as inhibitors; hit rate 4.4% among 390,000; also: potency is read from the fitted curve at half-maximal effect; % is scaled to controls: 0 for no effect and ±100 for the full control effect; nearly all actives have a fitted effect of over 50% in size
BAZ2B inh – blocks human BAZ2B. Q9UIF8. AlphaScreen BAZ2B-H3K14Ac peptide displacement. Potency, µM (top dose mostly 114 µM), inactives show at the top dose activity change, negative = inhibition, actives largely listed as inhibitors. hit rate 4.4% among 360,000. AID 504333; also: potency is read from the fitted curve at half-maximal effect; % is scaled to controls: 0 for no effect and ±100 for the full control effect; nearly all actives have a fitted effect of over 60% in size
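Multi-concentration screen (max 110 uM) measuring displacement of acetylated histone H3 peptide from BAZ2B by AlphaScreen, using 50 nM protein, 50 nM peptide and 10 ug/mL streptavidin donor plus Ni-chelate acceptor beads.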
HP1b chromo inh – blocks HP1-beta chromodomain binding to methylated histone tails; P83916; AlphaScreen HP1-beta / biotin-H3K9me3 peptide binding; Potency, µM (series often up to 114 µM), for inactives: at the top dose activity change, negative = inhibition, usual class: inhibitors; hit rate 0.56% among 390,000; also: potency is read from the fitted curve at half-maximal effect; nearly all actives have a fitted effect of over 70% in size; inactives centre near 23
Target sequence (P83916 whole entry, looked up): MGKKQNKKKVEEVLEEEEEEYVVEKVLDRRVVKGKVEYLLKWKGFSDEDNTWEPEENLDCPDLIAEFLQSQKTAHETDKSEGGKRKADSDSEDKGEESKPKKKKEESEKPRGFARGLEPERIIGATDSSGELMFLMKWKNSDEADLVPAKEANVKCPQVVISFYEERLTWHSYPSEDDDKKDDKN
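Compound inhibition of the preformed complex between 50 nM HP1-beta and 50 nM biotinylated H3K9me3 peptide was read by AlphaScreen. Buffer was PBS pH 7.4 with 0.01% Tween-20. Incubations ran 30 min at room temperature, with 10 ug/mL donor/acceptor beads.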
G9a inh – blocks human histone lysine methyltransferase G9a | G9a H3K9 monomethylation, AlphaScreen, 2 h | Potency, µM (titrated, usually from 102 µM), inactives show at the highest dose activity, negative = inhibition, hits mostly inhibitors | hit rate 8.8% among 350,000 | AID 504332; also: potency is read from the fitted curve at half-maximal effect; % is scaled to controls: 0 for no effect and ±100 for the full control effect; nearly all actives have a fitted effect of over 75% in size
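Step 1: enzyme (final 20 nM) with compound, 15 min RT. Step 2: substrate peptide 500 nM and SAM 20 uM, 2 h RT. Step 3: anti-H3K9me1 antibody and AlphaScreen beads, 10 min, then plate read.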
An asterisk follows results filed as active; ? = inconclusive; / = no result given; & = joins results of further samples; [ ] = remark or other dose. Unless noted, calls follow the shape of the dose curve; as a rule, active = well fitted curve in the direction sought with a large enough effect; inconclusive = small, poorly fitted or top-dose-only effect, or another doubt; inactive = no such curve, though single readings can be large; an effect the other way counts as inactive or inconclusive.

SMILES	ALOX12 inh	GLS inhibitor	ERG Ets-DNA blk	PI4K2A inh	RGS4 inhibitor	JMJD2A Tudor	BAZ2B inh	HP1b chromo inh	G9a inh
COc1ccc(S(=O)(=O)N2Cc3ccccc3CC2C(=O)Nc2ccc(O)cc2)cc1OC (configuration not stated)	12%	15%	10%	-4	22%	-19%	-32%	26%	?
CCSc1nnc2c3cc(CC)ccc3n(C)c2n1	/	0%	-11%	0	25%	5%	-3%	37%[activator]	2%
CNc1c(NS(=O)(=O)c2ccc(Cl)s2)c(=O)oc2ccccc12	0%&-27%	?	-3%	-2	-8%	-10%	10%	16%	25%
C/C=C(\C)CN1CCC(n2nccc2NC(=O)CCCc2ccccc2)CC1	-4%	-1%	7%	-4	-21%	-17%	-4%	36%	21%
COc1cccc(NC(=O)c2oc3ccccc3c2NC(=O)c2ccc3c(c2)OCO3)c1	16%	9%	-3%	-8	3%	-3%	9%	33%[activator]	-6%[12.7 µM]
COc1ccc(CCNC(=S)NC(=O)c2ccccc2)cc1C	6%	3%	-1%	4	-37%	-28%	?	12%	56µM*
Cc1cc(C)c(/C=C/c2onc(C)c2S(=O)(=O)N2CCC(C(=O)N3CCN(c4ccccc4)CC3)CC2)c(C)c1	?	1%	0%	1	5%	22µM*	-17%	5%[57 µM]	-32%[59 µM]
C=CCOC(=O)/C(=C\c1ccccc1)NC(=O)c1ccco1	-14%	2%	-8%	-1	7%	-3%	-4%	37%	-9%[59 µM]
O=C(Nc1ccccc1Cl)C1(c2ccccc2)CC1(Cl)Cl (configuration not stated)	1%	-4%	-3%	3	-14%	64%[activator]	64%[activator]	124%[activator]	79%[activator][59 µM]
O=[N+]([O-])c1cc([N+](=O)[O-])c2cc(-c3cccnc3)[nH]c2c1	-10%	-1%	1%	-2	0%	-30%	/	7%	/
Cc1cc(NC(=O)CSc2n[nH]c(-c3cccs3)n2)no1	-9%	-2%	-1%	6	-4%	10%	3%	32%	2%[12.7 µM]
O=C(Cn1c(=S)[nH]c2ccccc2c1=O)N1CCN(c2ccc(F)cc2)CC1	1%	-5%	5%	3	-17%	-10%	-15%	32%	-22%
COc1ccc(OC)c(NC(=O)C2CCC(CNc3c(N4CCOCC4)c(=O)c3=O)CC2)c1 (configuration not stated)	11%	-11%	4%	-4	-28%	1%	-15%	24%	-4%
O=c1c(=O)n(-c2ccc(F)c(F)c2)ccn1Cc1ccc(F)cc1Cl	?	-7%	5%	4	2%	-27%	-14%	9%	-28%[59 µM]
O=C(NCc1ccc2c(c1)OCO2)c1cccc(S(=O)(=O)N2CCCC2)c1	0%	3%	-2%	6	-11%	-21%	-8%	8%	-12%
O=c1c2c3c(sc2n(CCN2CCCCC2)c(=O)n1Cc1ccco1)CCCCC3	-24%	2%	-5%	-2	16%	?	-30%	-25%	50µM*
CN(CCC1CCOCC1)C(=O)CC1C(=O)NCCN1C/C=C/c1ccccc1 (configuration not stated)	-1%	1%	-4%	12	5%	-2%	-3%	34%	2%
CCOc1ccc(S(=O)(=O)N2CC(=O)Nc3ccccc32)cc1	70%&20%[activator]	11%	?	4	-6%	-8%	3%	-3%	21%
CCOC(=O)Cc1csc(NC(=O)CSc2ncnc3c2cnn3-c2ccc(OC)cc2)n1	29%	-10%	-3%	-4	-36%	-11%	/	23%	-8%[59 µM]
CCn1c(O)c(C=NCc2cccs2)c(=O)n(CC)c1=S	-24%	1%	-4%	-2	1%	21%	13%	38%	-9%

Laid out differently: entries from further up
Screens in order – ALOX12 inh	GLS inhibitor	ERG Ets-DNA blk	PI4K2A inh	RGS4 inhibitor	JMJD2A Tudor	BAZ2B inh	HP1b chromo inh	G9a inh
- O=C(Nc1ccccc1Cl)C1(c2ccccc2)CC1(Cl)Cl (configuration not stated)
    1%	-4%	-3%	3	-14%	64%[activator]	64%[activator]	124%[activator]	79%[activator][59 µM]
- O=[N+]([O-])c1cc([N+](=O)[O-])c2cc(-c3cccnc3)[nH]c2c1
    -10%	-1%	1%	-2	0%	-30%	/	7%	/
- Cc1cc(NC(=O)CSc2n[nH]c(-c3cccs3)n2)no1
    -9%	-2%	-1%	6	-4%	10%	3%	32%	2%[12.7 µM]
- O=C(Cn1c(=S)[nH]c2ccccc2c1=O)N1CCN(c2ccc(F)cc2)CC1
    1%	-5%	5%	3	-17%	-10%	-15%	32%	-22%
- COc1ccc(OC)c(NC(=O)C2CCC(CNc3c(N4CCOCC4)c(=O)c3=O)CC2)c1 (configuration not stated)
    11%	-11%	4%	-4	-28%	1%	-15%	24%	-4%
- O=c1c(=O)n(-c2ccc(F)c(F)c2)ccn1Cc1ccc(F)cc1Cl
    ?	-7%	5%	4	2%	-27%	-14%	9%	-28%[59 µM]
- O=C(NCc1ccc2c(c1)OCO2)c1cccc(S(=O)(=O)N2CCCC2)c1
    0%	3%	-2%	6	-11%	-21%	-8%	8%	-12%
- O=c1c2c3c(sc2n(CCN2CCCCC2)c(=O)n1Cc1ccco1)CCCCC3
    -24%	2%	-5%	-2	16%	?	-30%	-25%	50µM*
- CN(CCC1CCOCC1)C(=O)CC1C(=O)NCCN1C/C=C/c1ccccc1 (configuration not stated)
    -1%	1%	-4%	12	5%	-2%	-3%	34%	2%

Later entries:
SMILES	ALOX12 inh	GLS inhibitor	ERG Ets-DNA blk	PI4K2A inh	RGS4 inhibitor	JMJD2A Tudor	BAZ2B inh	HP1b chromo inh	G9a inh
COC(=O)CNC(=O)C(Cc1c[nH]c2ccccc12)NC(=O)OC(C)(C)C (configuration not stated)	0%	4%	-2%	-4	1%	15%	0%	21%	-1%[59 µM]
COC(=O)C1=C(C)NC(C)=C(C(=O)OC)C1C(=O)OCC(=O)Nc1ccc(C(C)=O)cc1	5%	10%	-15%	1	33%	-7%	-11%	33%[activator]	-1%
Cn1cccc1/C=C1\SC(=Nc2cccc(O)c2)NC1=O	0%	-19%	-2%	-2	-17%	?	25µM*	?	/
COc1ccc(OC)c(CNC(=O)C2CCN(S(=O)(=O)N3CCC(C)CC3)CC2)c1	2%	-5%	8%	0	-7%	4%	-15%[57.1 µM]	23%	7%
O=c1[nH]nc(-c2ccc(OCc3ccc(Cl)cc3Cl)cc2)o1	-13%	4%	-8%	-3	3%	-5%	0%	37%	18%[2.33 µM]
O=C(NNS(=O)(=O)c1ccccc1)c1cccc(F)c1	-20%	12%	-2%	-1	-10%	8%	56µM*	46%[activator]	8%[0.501 µM]
CCn1c(=O)c(C(C)=O)nc2ccccc21	0%	6%	18%	0	-28%	-12%	2%	11%	?
O=C1CN(C(=O)COC(=O)Cc2ccccc2F)c2ccccc2N1	-4%	-1%	-13%	2	-2%	-12%	/	27%	/
CCN1C(=O)[C@H]2[C@H]3CN=C(SCC4CC4)N3[C@@](CC)(C(=O)OC)[C@H]2C1=O	?	1%	-18%	0	-1%	?	/	24%	/
Oc1cc(-c2ccccc2)c2ccccc2c1	?	0%	-3%	0	-48%	-13%	0%	16%	0%[59 µM]
O=C(N/N=C1/CCS(=O)(=O)c2ccc(F)cc21)c1ccccn1	-2%	3%	-2%	2	-4%	13µM*	20µM*	41%[activator]	11%
CS(=O)(=O)N(Cc1ccccc1)c1ccc(C(=O)NN=C2CCCCCC2)cc1	0%	2%	-10%	0	-5%	-9%	-2%	29%	46%[59 µM]
O=C(CSc1nc2ccccc2o1)NC(=O)NCc1ccccc1	383%[activator]	-1%	-1%	-3	-13%	-5%	?	25%	9%[0.501 µM]
COc1ccccc1-c1cc2nc(C)c(CCC(=O)Nc3ccc(Br)c(C)c3)c(C)n2n1	-17%	-7%	-1%	1	16%	-14%	0%	23%	-7%[59 µM]
COC(=O)c1ccc(OCC(O)CN2CCN(CC(O)COc3ccc(C(=O)OC)cc3)CC2)cc1 (configuration not stated)	18%	16%	12%	-5	15%	-13%	-17%	8%	0%
O=C(CCCN1C(=O)c2ccccc2C1=O)Oc1ccc(F)cc1	0%	4%	-4%	0	33%	4%	20%	26%	8%
S=c1[nH]nc2sc3ccccc3n12	-75%	-4%	10%	4	-26%	1.1µM*	/	-31%	/
O=C(NC1CCCCCC1)c1ccc(Cl)c(S(=O)(=O)N2CCOCC2)c1	8%	-7%	1%	1	-11%	11%	6%	-23%	-12%
COc1cc(NC(=O)C23CC4CC(C2)CC(n2nnc(C)n2)(C4)C3)c(OC)cc1Cl	-8%	0%	0%	3	-13%	-4%	2%	21%	-9%
COc1ccccc1C(=O)Nc1ccc2c(c1)nc1n2CCSC1	0%	7%	2%	-14	-53%	-10%	-4%	27%	-18%

Screening results as filed in PubChem BioAssay.

Only part of the results is shown (hit frequency here may not be typical).
